GPR55 LPI antagonism – inhibition of LPI-stimulated GPR55 beta-arrestin translocation – imaging, U2OS, beta-arrestin-GFP, LPI agonist, primary screen (AID 2013). U2OS GPR55 beta-arrestin-GFP translocation imaging, LPI antagonism; higher % means a stronger effect. inhibition, % at 10 µM, or IC50 in µM where a hit was titrated. 290,000 tested, 0.13% active;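 active = spots per cell inhibited over 60%, with over 100 cells counted and total cytoplasm intensity under 500,000; inconclusive = wells with under 100 cells, flagged as likely toxic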;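 also: U2OS cells stably carrying GPR55 and arrestin-GFP stimulated by 5 µM LPI near EC80; imaged beta-arrestin-GFP aggregate spots per cell after agonist stimulation; plate controls were LPI-stimulated DMSO wells for no effect and DMSO wells without LPI for full effect; some results filed as inactive read as strong as hits; confirmed hits need IC50 under 10 µM and bright autofluorescent wells are also inconclusive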
KOR beta-arrestin-1 – kappa opioid receptor activators – cell-based, luminescence, uHTS, primary screen (AID 1777). KOR beta-arrestin recruitment, luminescence; higher % means a stronger effect. activation, % at 10 µM; hits with a dose series show EC50 in µM. 280,000 tested, 0.02% active; in the data active = activation above about 50%, passing the limit was not always enough; also: a part of the inactive calls stands beside numbers as strong as those of hits
HIV fusion peptide – cell-free HIV fusion peptide-binding blockers – biochemical, uHTS, fluorescence dequenching, primary screen (AID 1986). one-dose inhibition, % at 20 µM; IC50 in µM for titrated hits. 290,000 tested, 0.3% active. cell-free peptide binding, fluorescence dequenching, 30 min; higher % means a stronger effect; in the data active = inhibition mostly above about 52%, no sharp cut-off; inactive = mostly below about 76%; also: some results filed as inactive read as strong as hits
GPR35 arrestin U2OS – GPR35 antagonists blocking zaprinast-driven arrestin recruitment, primary screen, imaging, U2OS, beta-arrestin-GFP, zaprinast agonist (AID 2058) | inhibition, % at 10 µM, or IC50 in µM where a hit was titrated | 290,000 tested, 0.052% active | U2OS GPR35 beta-arrestin-GFP translocation imaging, zaprinast antagonism; higher % means a stronger effect;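 active = inhibition of at least 50% with at least 30 cells and total cytoplasm GFP at most 10,000,000; inconclusive = under 30 cells or total GFP of 10,000,000 plus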
GPR55 activation – GPR55 agonists via beta-arrestin recruitment, primary screen, imaging, U2OS cells, beta-arrestin-GFP redistribution (AID 1961); U2OS GPR55 beta-arrestin-GFP redistribution imaging; higher % means a stronger effect; one-dose activation, % at 10 µM; EC50 in µM for titrated hits; 290,000 tested, 0.048% active;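 active = activation above 40% with more than 50 cells counted in the well; inconclusive = wells holding fewer than 50 cells, flagged as toxic or sparse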;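 also: U2OS osteosarcoma cells stably expressing GPR55 and beta-arrestin-GFP; plate controls were DMSO negative control for no effect and LPI positive control for full effect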
NOD2 inhibition – NOD2 signaling inhibitors, cell-based, luminescence, uHTS, HEK293 (AID 1566); HEK293 NOD2/NF-kB luciferase reporter, luminescence; higher % means a stronger effect; 290,000 tested, 0.63% active; inhibition, % at 4 µM; hits with a dose series show EC50 in µM; also: many of its hits are not listed in these tables
NOD1 inhibition – inhibition of NOD1-driven NF-kB reporter – cell-based, luminescence, uHTS, primary screen (AID 1578). NOD1-driven NF-kB luciferase reporter cells, luminescence; higher % means a stronger effect. inhibition, % at 4 µM, or EC50 in µM where a hit was titrated. 290,000 tested, 1% active; in the data active = inhibition mostly above about 36%, no sharp cut-off; inactive = mostly below about 34%;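 also: HEK-293T reporter cells stimulated with the NOD1 agonist gamma-tri-DAP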
Myeloid diff 2 – myeloid differentiation induction | ER-HoxA9 myeloid progenitors, lysozyme-GFP differentiation, flow cytometry | calls only at 10 µM | 360,000 tested, 1% active;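 active = normalized GFP-positive differentiation at or above the plate's own cutoff, the solvent-only control mean plus 3 SD; inconclusive = no clear call, values can overlap the other calls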;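 also: cells exposed to compound for four days before flow analysis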
KOR beta-arrestin-2 – kappa opioid receptor blockers – cell-based, luminescence, uHTS (AID 1778) | KOR beta-arrestin recruitment, luminescence, antagonist mode; higher % means a stronger effect | inhibition, % at 10 µM, or IC50 in µM where a hit was titrated | 290,000 tested, 0.091% active; also: strong numbers were not always called active
Myeloid diff 2 GFP+ MAC1+ % – further read-out of Myeloid diff 2, marked with its call; GFP+ MAC1+ double positive, %; measured here: differentiation confirmed by MAC1 staining
The depositor's hits bear a star; i = inactive; u = inconclusive; x = not tested or not shown; [ ] = remark or other dose. Rule as the data show it, unless noted: active = inhibition above about 50%; inactive = the rest. The list is partial; the hit share may differ from the screen's.

SMILES	GPR55 LPI antagonism	KOR beta-arrestin-1	HIV fusion peptide	GPR35 arrestin U2OS	GPR55 activation	NOD2 inhibition	NOD1 inhibition	Myeloid diff 2	Myeloid diff 2 GFP+ MAC1+ %	KOR beta-arrestin-2
O=C(c1ccccc1Cc1ccccc1)N1CCN(S(=O)(=O)c2ccccc2)CC1	8%	5.0%	0.2%	-2%	-0.1%	2%	-24%	i	0.8	-7%
CCN(C(=O)CSc1ncn[nH]1)C1CCCCC1	7%	-3.5%	-1.1%	1%	-0.1%	16%	5%	i	5.0	13%
O=C(OCC1CCCN2CCCCC12)c1ccc2c(c1)OCO2 (stereo unspecified)	3%	3.4%	2.7%	22%	0.2%	8%	8%	i	0.9	13%
Cc1cc(NC(=O)c2ccc(C)s2)n(-c2ccccc2)n1	8%	-5.6%	12%	-8%	-0.1%	3%	9%	i	1.4	-35%
CCOC(=O)c1ccc(NC(=O)/C=C/c2cccs2)cc1	-9%	1.0%	0.6%	-7%	0.2%	-30%	-35%	i	0.7	-14%[20 µM]
Cc1onc(C(=O)NN)c1-c1csc(COc2ccccc2)n1	0%	-5.4%	-2.1%	2%	-0.1%	-13%	-13%	i	0.7	10%
O=C(C[N+]1(CC#Cc2ccccc2)CCOCC1)c1ccc(Cl)cc1	100%	-4.7%	1.5%	-1%	0.2%	-12%	-5%	i	0.1	23%
CC(C)C[C@H](NC(=O)c1nc[nH]c1C(=O)NC1CCN(C(=O)OC(C)(C)C)CC1)C(=O)OCc1ccccc1	25%	4.5%	0.3%	-7%	0.1%	0%	20%	i	0.4	20%
CCOc1ccc(CCNC(=O)c2ccc(NC3=NC4CS(=O)(=O)CC4S3)cc2)cc1 (stereo unspecified)	15%	0.6%	0.9%	10%	-0.4%	6%	-24%	i	1.7	-8%
O=C(NCCCn1ccnc1)/C(=C/c1ccc(F)cc1)NC(=O)c1ccccc1	0%	1.8%	-0.7%	-14%	-0.2%	10%	-22%	i	0.7	13%
Cc1ccc2nc(SCC(=O)c3ccc4c(c3)OCO4)[nH]c2c1	5%	-0.1%	-2.5%	5%	-0.1%	-12%	-10%	i	1.5	13%
CCOC(=O)c1[nH]c2ccc(C)cc2c1N=CN(CC)CC	0%	-3.8%	1.3%	9%	0.1%	2%	-1%	i	0.3	-7%
O=C(NNC(=O)c1ccccc1F)c1ccc2nc[nH]c2c1	2%	0.6%	0.7%	-19%	-0.1%	2%	-7%	i	1.7	-4%
CCN(CC)C(=O)CSc1nnc(-c2ccco2)n1N	17%	58%	0.8%	0%	-0.2%	-5%	10%	i	0.7	-15%
CC1CN(c2nc3ccccn3c(=O)c2C=O)CC(C)O1 (stereo unspecified)	23%	x	0.5%	-10%	-0.1%	8%	-20%	i	0.7	-21%[20 µM]
CCC1(N(C(C)=O)c2ccc(OC)cc2)C(=O)c2ccccc2C1=O	-9%	1.5%	-2.1%	18%	-0.2%	2%	-7%	i	2.8	1%
Cc1cccc(/C=C2\CCC(=C3SCCCS3)C2=O)c1	4%	-1.9%	4.0%	2%	-0.1%	-210%	22%	i	0.2	0%
COc1cc(/C=N/NC(=O)c2cccc(N3CCCC3=O)c2)ccc1O	4%	-3.3%	-3.9%	5%	0.7%	-13%	-11%	i	0.5	15%
O=C(NCc1ccccc1C(F)(F)F)C1CC(c2ccc(C(F)(F)F)cc2)=NO1 (stereo unspecified)	2%	-3.6%	-0.5%	-8%	-0.2%	18%	-1%	i	0.9	30%
Cc1cc(C)nc(N(C#N)CCOc2ccc(Cl)cc2)n1	-5%	-2.0%	0.2%	0%	0.3%	6%	15%	i	0.4	-6%
Oc1cccc(/C=N\Nc2nncc(-c3ccccc3)n2)c1	-11%	x	-2.1%	9%	-0.1%	-184%	-8%	i	0.5	-63%[20 µM]
CN(CCCC(=O)Nc1nccs1)S(=O)(=O)c1ccc(Cl)cc1	5%	-1.9%	-0.4%	-2%	-0.1%	3%	-2%	i	2.0	5%
COc1cc(/C=N\NC(=O)c2ccc(Cn3cc(Br)c([N+](=O)[O-])n3)o2)cc(OC)c1O	-13%	1.6%	3.8%	14%	-0.2%	-4%	-7%	i	0.5	-34%
CCOc1c(N2CC(C)OC(C)C2)c(=O)c1=O (stereo unspecified)	8%	0.9%	0.5%	-6%	-0.2%	9%	-2%	i	0.6	17%
O=C1C2CCCN2C(c2ccccc2F)N1c1ccc(F)cc1 (stereo unspecified)	-12%	-3.3%	-1.4%	-3%	0.3%	-8%	19%	i	0.6	-16%
Nc1nc(N2CCOCC2)nc(N(c2ccccc2)c2ccccc2)n1	8%	-1.2%	-0.3%	-8%	-0.1%	4%	2%	i	2.2	22%
COc1ccc(-n2cc(CN(C)Cc3n[nH]c(=O)[nH]3)c(-c3cccc(F)c3)n2)cc1	2%	x	-1.4%	22%	-0.1%	-2%	11%	i	0.6	14%
Cc1ccc(S(=O)(=O)NCCSc2nnnn2C)cc1	13%	-0.9%	-0.5%	-7%	0.4%	14%	-2%	i	0.8	-7%
COC(=O)c1sccc1NN1C(=O)c2ccccc2C1=O	7%	-1.0%	1.0%	-7%	0.2%	6%	-6%	i	0.6	-12%
O=C(O)Cn1c(=O)c2c3c(sc2n(Cc2ccc(F)cc2)c1=O)CCCC3	2%	-1.5%	3.1%	11%	-0.1%	2%	-13%	i	1.4	-8%
O=C(NC1CC1)c1ccc(C2SCC(=O)N2Cc2ccccc2)cc1 (stereo unspecified)	14%	2.3%	1.6%	3%	-0.2%	-6%	-39%	i	0.4	8%
COc1ccc(-n2c(-c3ccco3)nc3c(cnn3-c3ccccc3C)c2=O)cc1	2%	-4.7%	-1.2%	12%	-0.1%	22%	5%	i	0.5	43%
COc1cc(/C=C2/C(=O)ON=C2C)ccc1OCc1cccc(F)c1	4%	-1.4%	8.1%	-26%	-0.2%	-21%	0%	i	0.5	-23%
Cc1cccc(NC2CCCCC2NS(=O)(=O)c2ccccc2)c1 (stereo unspecified)	0%	5.9%	-0.7%	-10%	0.2%	3%	-9%	i	0.0	-9%
CCCSc1nnc(NC(=O)c2sc3nc(-c4cccs4)ccc3c2N)s1	2%	-2.7%	28%	-4%	0.2%	-6%	-32%	i	2.2	3%
CSCc1cc(N2CCOCC2)nc(-c2ccccc2)n1	-18%	3.0%	-0.7%	-5%	-0.3%	4%	-33%	i	0.0	-25%
CC(=O)C(Sc1nnnn1-c1ccc(O)cc1)c1ccccc1 (stereo unspecified)	-7%	-2.4%	0.7%	-12%	0.3%	14%	7%	i	0.7	-11%
Cc1ccc(Nc2nc(-c3ccncc3)nc3ccccc23)cc1	13%	-1.2%	-2.2%	-3%	-0.2%	8%	-1%	i	0.2	-26%
O=S(=O)(c1ccc(-c2n[nH]c(=S)o2)cc1)N1CCCCC1	-2%	9.3%	-0.5%	1%	-0.2%	-11%	-13%	i	0.0	0%
COCCn1c(SCC(=O)Nc2ccc(OC)cc2OC)nc2ccccc2c1=O	19%	-5.9%	-0.3%	6%	-0.2%	13%	4%	i	1.7	7%[20 µM]
O=C(CCS(=O)(=O)Cc1ccccc1F)NCCc1ccc(Cl)cc1	-9%	4.1%	2.4%	17%	0.0%	-17%	-11%	i	0.7	-10%
CC(=O)c1c(C)[nH]c(C(=O)NC(C)c2ccccc2)c1C (stereo unspecified)	1%	-2.8%	-0.7%	3%	-0.4%	8%	1%	i	0.2	7%
O=C(Cn1c(=O)[nH]c2sc3c(c2c1=O)CCCC3)NCC1CCCO1 (stereo unspecified)	0%	6.2%	1.7%	52%	-0.1%	-4%	-12%	u	x	-9%
Cc1ccc(NC(=O)CN2CCc3cc4c(cc3C2C)OCCCO4)cc1 (stereo unspecified)	-3%	8.5%	0.7%	4%	-0.1%	15%	-17%	i	1.5	-60%
C/C(=N/NC(=O)Nc1ccccc1)c1ccc(C)cc1	-9%	5.9%	1.3%	5%	-0.1%	-2%	-24%	i	0.2	-10%

Reformatted as a markdown table: entries from further up.
| compound | GPR55 LPI antagonism | KOR beta-arrestin-1 | HIV fusion peptide | GPR35 arrestin U2OS | GPR55 activation | NOD2 inhibition | NOD1 inhibition | Myeloid diff 2 | Myeloid diff 2 GFP+ MAC1+ % | KOR beta-arrestin-2 |
| --- | --- | --- | --- | --- | --- | --- | --- | --- | --- | --- |
| Cc1cc(NC(=O)c2ccc(C)s2)n(-c2ccccc2)n1 | 8% | -5.6% | 12% | -8% | -0.1% | 3% | 9% | i | 1.4 | -35% |
| CCOC(=O)c1ccc(NC(=O)/C=C/c2cccs2)cc1 | -9% | 1.0% | 0.6% | -7% | 0.2% | -30% | -35% | i | 0.7 | -14%[20 µM] |

(continued)
SMILES	GPR55 LPI antagonism	KOR beta-arrestin-1	HIV fusion peptide	GPR35 arrestin U2OS	GPR55 activation	NOD2 inhibition	NOD1 inhibition	Myeloid diff 2	Myeloid diff 2 GFP+ MAC1+ %	KOR beta-arrestin-2
O=C(Nc1cc(Cl)ccc1Cl)C1Cc2ccccc2O/C1=N\O (stereo unspecified)	9%	0.0%	1.2%	8%	0.2%	9%	0%	i	0.7	-6%
CN(C)c1ccc(/C=C/C=N/Nc2nc(N3CCOCC3)nc(N3CCOCC3)n2)cc1	4%	-6.3%	-2.0%	-23%	-0.3%	6%	1%	i	0.3	20%
CN(C)S(=O)(=O)c1ccc(NC(=O)c2ccccn2)cc1	2%	-2.6%	-1.5%	12%	0.6%	-30%	-14%	i	2.1	-3%
O=C(CN1CCN(c2ccc(F)cc2)CC1)Nc1cccnc1Cl	8%	0.4%	-0.8%	-2%	-0.1%	3%	-12%	i	0.2	-18%[20 µM]
CCN(CC)c1ccc(C(=O)O)cc1	2%	-3.9%	-1.3%	12%	0.1%	10%	-23%	i	0.1	-16%
C=CCN(CC=C)C(=S)NC(=O)Cc1cccc2ccccc12	38%	-3.8%	8.6%	27%	-0.1%	17%	-14%	i	0.6	-13%[20 µM]
O=C(Nc1ccc2[nH]c(=O)[nH]c2c1)c1ccc(Cl)c(Cl)c1	6%	-3.1%	0.9%	-4%	0.6%	-12%	-16%	i	0.1	4%
CC(C)C[C@H](NC(=O)C1(c2ccccc2)CCN(C(=O)OC(C)(C)C)CC1)C(=O)N1CCC[C@H]1C(=O)O	0%	-3.2%	0.7%	56%	-0.1%	0%	-18%	i	5.5	-20%
COc1cccc(CN(C)Cc2nc(Cc3ccccc3Cl)no2)c1	-7%	-4.8%	-1.9%	-8%	0.3%	11%	-6%	i	0.3	-8%
Cc1ccc(C)c(OCc2cc(C(=O)N3C[C@@H](C)O[C@@H](C)C3)no2)c1	21%	1.3%	0.2%	-3%	-0.1%	-53%	-90%	i	2.4	-16%
CCn1cc(CN2N=C(C)CC2c2ccccc2)c(C)n1 (stereo unspecified)	3%	-0.3%	-0.6%	13%	0.2%	17%	-16%	i	0.1	-33%[20 µM]
CC(C)CC(N=Cc1c(O)c2ccccc2oc1=O)C(=O)O (stereo unspecified)	0%	-6.0%	13%	-7%	-0.6%	12%	-22%	i	0.7	-2%
